Source: PubChem (National Center for Advancing Translational Sciences (NCATS))
KB-3-1 tox = qHTS assay for MDR1-selective chemotherapeutics: Primary screen using the parental adenocarcinoma cell KB-3-1; KB-3-1 viability, CellTiter-Glo ATP luminescence, 72 h; Potency, µM (highest dose often 46.1 µM), for the others: at the highest dose activity change, negative = cytotoxic, actives largely listed as cytotoxic; AID 1347075, 2019; hit rate 1.4% among 400,000; note: potency is the fitted concentration of half-maximal effect; % is set by controls: 0 for no effect and ±100 for the full control effect; nearly all actives have a fitted effect of over 60% in size
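Viability of parental KB-3-1 cells, measured by CellTiter-Glo luminescence, followed a 72 h incubation at 37 °C with pinned compounds in phenol-red-free DMEM containing 10% FBS.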
IL-1B inflam inh = qHTS for Inhibitors of Inflammasome Signaling: IL-1-beta AlphaLISA Primary Screen. THP-1 LPS/ATP IL-1B secretion, AlphaLISA, 16 h; stronger effect = lower value. activity change, % at 57.5 µM. hit rate 4.7% among 360,000; in the data active = activity change below about -50%; inconclusive = mostly about -30% to -49%; note: % is set by controls: 0 for no effect and ±100 for the full control effect
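Secreted IL-1B measured by AlphaLISA bead assay after 16 h compound exposure of THP-1 cells; compounds (final up to 57.5 uM) added 1 h before LPS (250 ng/mL) and ATP (1.25 mM) stimulation; lower signal means less secretion.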
ATXN2 expr inh = Primary qHTS for Inhibitors of ATXN expression; HEK-293 ATXN2-luciferase reporter, luminescence, 24 h; Potency, µM (series often up to 57 µM), inactives show at the top dose activity change, negative = inhibition, most hits filed as inhibitors; hit rate 0.72% among 360,000; AID 1745845, 2022; note: potency is the fitted concentration of half-maximal effect; % is set by controls: 0 for no effect and ±100 for the full control effect; nearly all actives have a fitted effect of over 55% in size
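qHTS (up to 57 uM final) was run with 24 h compound exposure of reporter cells at 37 °C. Each well was multiplexed: SteadyGlo luminescence measured ATXN2-luciferase expression after a fluorogenic Gly-Phe-AFC viability readout (25 uM final).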
HepG2 viability = qHTS for Inhibitors of TGF-b: Cytotox Counterscreen; hit rate 0.76% among 410,000; AID 588856, 2011; HepG2 CAGA-GFP viability, ATP luminescence, 18 h; Potency, µM (titrated, usually from 46.1 µM), without a hit: top-dose activity change, negative = cytotoxicity, most hits filed as cytotoxic; note: potency is the fitted concentration of half-maximal effect; some results filed as inactive show a strong effect at the top dose
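CellTiter-Glo luminescence gave cytotoxicity after 18 hours at 37 degrees C. The cells were HepG2 CAGA-GFP in 1% FBS DMEM, stimulated with 500 pg/mL TGF-beta after compound addition. %Activity was normalised to no-cell wells (complete cell-killing) and DMSO (no toxicity), and curves were fitted and classified.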
ATXN viability = Viability Counterscreen for Primary qHTS for Inhibitors of ATXN expression | AID 651635, 2014 | S2 cells (HEK-293 line with an ATXN2-luciferase reporter) viability, CellTiter-Fluor protease fluorescence, 24 h | Potency, µM (series often up to 56.7 µM), most hits filed as cytotoxic | hit rate 0.49% among 400,000; note: potency is the fitted concentration of half-maximal effect; nearly all actives have a fitted effect of over 40% in size
HT1080 IDH1KD tx = qHTS for induction of synthetic lethality in tumor cells producing 2HG: qHTS for the HT-1080-IDH1KD cell line; HT-1080 IDH1 knockdown viability, ATP luminescence, 48 h; Potency, µM (top dose mostly 46.1 µM), inactives show at the top dose activity, negative = toxicity, most hits filed as cytotoxic; hit rate 2% among 360,000;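 note: potency is the fitted concentration of half-maximal effect; 0% = DMSO wells and -100% = cell-free medium wells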
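Using the IDH1-knockdown HT-1080 line run in the same batch and compound series as the NT line, viability after 48 h at 37 °C was determined by CellTiter-Glo luminescence and expressed as % activity.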
SW480 rereplic = A quantitative high throughput screen for small molecules that induce DNA re-replication in SW480 colon adenocarcinoma cells. SW480 DNA re-replication, Hoechst DNA content imaging, 48 h. hit rate 1.8% among 340,000. Potency, µM (series often up to 46.1 µM), inactives show top-dose re-replication activation, usual class: activators; note: potency is the fitted concentration of half-maximal effect; % of control where 0% means no effect; nearly all actives have a fitted effect of over 55% in size
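Cells (250 per well) received 23 nL compound or DMSO by pin tool and were kept 48 hr at 37 C, 5% CO2. Nuclei were then stained with Hoechst for 40 min and scanned for DNA content.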
MCF10A rerep = A quantitative high throughput screen for small molecules that induce DNA re-replication in MCF 10a normal breast cells; MCF 10A DNA re-replication, Hoechst nuclear intensity, 48 h; Potency, µM (series often up to 46.1 µM), for the others: at the highest dose activity, positive = re-replication, actives largely listed as activators; hit rate 2.9% among 350,000; note: potency is the fitted concentration of half-maximal effect; % of control where 0% means no effect; nearly all actives have a fitted effect of over 50% in size
HT1080NT lethal = qHTS for induction of synthetic lethality in tumor cells producing 2HG: qHTS for the HT-1080-NT fibrosarcoma cell line; HT-1080-NT fibrosarcoma viability, CellTiter-Glo ATP luminescence, 48 h; hit rate 1.6% among 360,000; Potency, µM (titrated, usually from 46.1 µM), for the others: at the top dose activity, negative = less viability, most hits filed as cytotoxic;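 note: NT is the 2HG producing partner of a matched IDH1 knockdown line; potency is the fitted concentration of half-maximal effect; 0% = DMSO-treated cells and -100% = media-only wells without cells; nearly all actives have a fitted effect of over 55% in size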
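HT-1080-NT fibrosarcoma cells (2HG-overproducing), 750 cells/well in RPMI with 5% FBS, dosed after 2 h and incubated 48 h at 37C. CellTiter-Glo luminescence normalized to DMSO and no-cell wells; concentration-response curves fitted and classed.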
* = called active by the depositor; i = inactive; ? = inconclusive; / = no result given; [ ] = remark or other dose. Unless noted, calls come from the whole dose curve; as a rule, active = well fitted curve in the direction sought with a large enough effect; inconclusive = small, poorly fitted or top-dose-only effect, or another doubt; inactive = no such curve, though single readings can be large; an effect the other way counts as inactive or inconclusive.

Value order – ATXN2 expr inh | MCF10A rerep | HepG2 viability | KB-3-1 tox | HT1080NT lethal | SW480 rereplic | ATXN viability | HT1080 IDH1KD tx | IL-1B inflam inh
CSc1ccccc1NC(=O)COC(=O)c1ccccc1O
    -6% | -6% | 3% | 14% | 6% | -3% | i | 7% | 19
Cc1cccc(NC(=S)NC2CC3C=CC2C3)c1 (stereo unspecified)
    32% | -1% | -39% | 5% | 2% | -23% | i | -13% | -26
COc1cc2c(C(=O)N3CCN(c4cccc(C(F)(F)F)c4)CC3)cn(CC(C)C)c(=O)c2cc1OC
    ? | / | -27% | -14% | / | / | ? | / | /
Cc1ccc(OCCn2c(CCCO)nc3ccccc32)cc1
    20% | 17% | -10% | 13% | -17% | 1% | i | -16% | 0
COc1ccc(OC)c(CCNC(=O)CS(=O)(=O)Cc2nc(-c3ccccc3Cl)oc2C)c1
    -10% | 12% | -5% | -2% | -13% | -7% | i | -13% | -52*
Cc1ccc(-c2nsc(SCC(=O)NCc3ccc4c(c3)OCO4)n2)cc1
    22% | 4% | 10% | -5% | 0% | -8% | i | -15% | 21
C#CCOCCOCCOCCNc1nc(N2CCN(C(=O)CCCCCCCCCCNC(=O)Cn3cc(C[C@@H](C)O)nn3)CC2)nc(N2CCN(C(=O)CCCCCCCCCCNC(=O)Cn3cc(C[C@@H](C)O)nn3)CC2)n1
    ? | ? | -8% | ? | ? | 10% | ? | ? | 10
O=C(NCCCSc1ccccc1)c1cnc(Cl)c(Cl)c1
    -14% | 1% | 3% | 16% | -5% | 1% | i | -7% | -94*
CN(CC(=O)NCc1ccc(F)cc1)S(=O)(=O)c1ccc2[nH]c3c(c2c1)CCCC3
    ? | / | -3% | 17% | / | / | ? | / | /
Cc1cccc(NC(=O)c2ccc(C)c(S(=O)(=O)N3CCOCC3)c2)n1
    9% | 2% | 0% | 10% | 1% | -80%[inhibitor] | ? | 1% | 1
Cc1noc(C)c1S(=O)(=O)NC(=O)C1(C)CCN1C(=O)C1(c2ccc(Cl)cc2)CC1 (stereo unspecified)
    6% | / | 6% | 0% | 24% | / | i | ? | 26
CCCCOc1ccccc1C(=O)NNC(=S)NC(=O)c1ccccc1[N+](=O)[O-]
    -31% | 22% | -12% | ? | ? | ? | i | ? | 67
Cc1ccc(N(C(=O)CNC(=O)c2ccco2)C(C(=O)NC2CCCC2)c2ccncc2)cc1 (stereo unspecified)
    4% | -12% | -7% | -4% | 17% | -8% | i | 17% | -4
CCc1cccc(NC(=O)c2ccc3c(=O)n4c(nc3c2)CCCCC4)c1
    ? | 10% | -24% | -26% | -18% | -12% | i | ? | -61*
C=CCNC(=O)c1cccc2c1C(=O)c1ccc(N3CCCC3)cc1S2(=O)=O
    9% | -4% | -6% | 2% | -1% | -2% | i | 9% | -19
COCCn1c(C)cc(C(=O)CSc2nc3ccccc3o2)c1C
    16% | 4% | -15% | -28% | ? | -10% | i | -25% | 19
Cc1cc(NC(=O)C2CC(=O)N(c3ccc(F)cc3)C2)no1 (stereo unspecified)
    -8% | -2% | -2% | 24% | 16% | -14% | i | 0% | -1
Cc1cc(C)n2nc(SCC(=O)N/N=C/c3ccccn3)nc2n1
    4% | ? | 14% | 13% | 11% | 0% | i | 20% | 10
O=C(c1cccc(Oc2ccc([N+](=O)[O-])cc2Cl)c1)N1CCCCC1
    -4% | -1% | 0% | 22% | -1% | 5% | i | 2% | 27
COc1ccc(C2CC(c3cccs3)=NN2C(=O)COC(=O)c2cc3ccccc3cc2O)cc1OC (stereo unspecified)
    1% | 1% | 0% | -4% | 1% | -1% | i | 11% | 13
COc1ccc(CSc2nnc(-c3ccncc3)n2C)cc1F
    -15% | 14% | -7% | 24% | 28% | -1% | i | 26% | -6
Cc1cccc(NC(=O)CNC(=O)CN2C(=O)NC(C)(CCC(C)C)C2=O)c1C (stereo unspecified)
    -13% | -7% | 12% | -2% | 1% | -84%[inhibitor] | i | -3% | -14
Cc1ccc(CNc2nc(-c3ccco3)nn2C(=O)c2ccccc2[N+](=O)[O-])cc1
    6% | / | -10% | -5% | / | / | i | / | /
C(=N\Nc1nc(N2CCCC2)nc(N2CCCC2)n1)/c1cccnc1
    1% | 3% | -2% | 12% | 10% | 1% | i | 4% | 20
CCn1c(CN2CCN(C(=O)c3ccco3)CC2)nc2c1c(=O)n(C)c(=O)n2C
    3% | -1% | 3% | 0% | -4% | -6% | i | -10% | 36
CC1=Nc2ccc(C)c3nc(C)cc(c23)N1c1ccc(C)cc1
    3% | ? | -21% | -23% | -6% | 4% | i | -8% | 0
CCOC(=O)c1c(C)nc(C)c(C(=O)OCC)c1-c1ccc(Br)cc1
    -37% | 0% | -28% | -5% | -1% | 0% | i | -2% | -7
O=C(OCC(=O)N1CCN(C(=O)c2ccco2)CC1)c1cc(-c2ccccc2)nc2ccccc12
    -10% | ? | 1% | 5% | -1% | 7% | i | -5% | -70*
O=S(=O)(Nc1nc2ccccc2nc1Cl)c1ccc(Br)cc1
    / | ? | -46% | -12% | -16% | 14% | i | -4% | -2
COc1ccccc1N1CCN(C(=O)c2c(C)cc(=O)oc2C)CC1
    -7% | 2% | 8% | 11% | 19% | -4% | i | 13% | 0

Pulled by compound from the entries so far:
Value order – ATXN2 expr inh | MCF10A rerep | HepG2 viability | KB-3-1 tox | HT1080NT lethal | SW480 rereplic | ATXN viability | HT1080 IDH1KD tx | IL-1B inflam inh
O=S(=O)(Nc1nc2ccccc2nc1Cl)c1ccc(Br)cc1
    / | ? | -46% | -12% | -16% | 14% | i | -4% | -2
O=C(NCCCSc1ccccc1)c1cnc(Cl)c(Cl)c1
    -14% | 1% | 3% | 16% | -5% | 1% | i | -7% | -94*
Cc1cc(C)n2nc(SCC(=O)N/N=C/c3ccccn3)nc2n1
    4% | ? | 14% | 13% | 11% | 0% | i | 20% | 10
CSc1ccccc1NC(=O)COC(=O)c1ccccc1O
    -6% | -6% | 3% | 14% | 6% | -3% | i | 7% | 19

(cont.)
Value order – ATXN2 expr inh | MCF10A rerep | HepG2 viability | KB-3-1 tox | HT1080NT lethal | SW480 rereplic | ATXN viability | HT1080 IDH1KD tx | IL-1B inflam inh
Cc1ccc(C(=O)O/N=C/c2c(Cl)n(C)c3ccccc23)cc1
    1% | 0% | 0% | 0% | 16% | -4% | i | 22% | 14
C=C(C)COc1ccc(-c2nc(N)ncc2Oc2ccc(OC)cc2)c(O)c1
    -12% | ? | 11µM* | -2% | ? | 27% | i | ? | 0
c1ccc(Cc2nn3c(Cn4nnc5ccccc54)nnc3s2)cc1
    30%[activator] | 0% | -3% | -4% | -21% | -4% | i | -16% | -5
CCOC(=O)c1c(C)[nH]c(C(=O)N(C)CC(=O)Nc2ccc(OC)cc2)c1C
    -13% | 2% | -3% | 13% | 5% | -14% | i | 7% | 1
CN(C)S(=O)(=O)c1ccc(Cl)c(NC(=O)CSc2nc3c(cc2C#N)C(=O)CCC3)c1
    -1% | ? | 0% | -4% | 10% | 2.6µM* | i | -6% | -89*
CN(CCO)C(=O)c1nc[nH]c1C(=O)N1CCN(C(=O)OC(C)(C)C)CC1
    0% | / | 2% | 9% | 0% | / | i | 6% | 14
COc1nnc(-c2ccc(N3CCOCC3)c(NC(C)=O)c2)c2ccccc12
    3% | 0% | -7% | 2% | -5% | 0% | i | -6% | -17
Cc1c(C(=O)O)c(C(=O)O)c2n1CCS2
    19% | 4% | -57% | -3% | -4% | -11% | i | 12% | 30
COC(=O)C1=NNC2(C)C(=O)N(c3ccc(C)cc3)C(=O)C12 (stereo unspecified)
    3% | 1% | 2% | 0% | -2% | -3% | i | 0% | -1
Cc1ccc(C(C)C)cc1OCC(=O)Nc1ccccc1N1CCCC1
    -12% | 21µM* | -14% | 0% | -7% | 11% | i | -2% | 0
Cc1ccc(-c2cc(=O)[nH]c3ccccc23)cc1
    38% | ? | -1% | -5% | -26% | -3% | i | -25% | -4
CCn1cc(C(=O)NCCCOC)c2cc(OC)c(OC)cc2c1=O
    35% | -1% | 5% | 13% | 11% | -1% | i | 7% | -19
CC1(C)CC[C@@]23CC[C@]4(C)[C@@](OC2=O)(C3C1)[C@H]1O[C@H]1C1[C@@]2(C)CC[C@H](O)C(C)(C)C2CC[C@]14C (stereo partly specified)
    4% | -7% | 12% | 0% | 4% | 5% | i | 7% | 13
CC(C)CNC(=O)c1cccc(NC(=O)Cc2ccc(Br)cc2)c1
    3% | 2% | -1% | ? | 2% | 1.5µM* | i | -1% | -8
NC(=O)CC(NC(=O)Cc1ccc(Cl)cc1)c1ccc(NC2CCN(Cc3ccccc3)CC2)c([N+](=O)[O-])c1 (stereo unspecified)
    -24% | 2% | -19% | -26% | -3% | 1% | ? | -3% | -30
Cc1ccn(C(C)CC(=O)N2CCc3ccccc32)n1 (stereo unspecified)
    / | 0% | -14% | 1% | 2% | -7% | i | 0% | 23
CCn1ccc2c(OCC(=O)NCc3ccc(F)cc3)cccc2c1=O
    7% | / | -2% | 4% | / | / | i | / | /
COc1cc(/C=N/n2cnnc2)ccc1OC(=O)c1cccnc1
    -5% | ? | -8% | -6% | -7% | ? | i | 4% | ?
COc1ccc(C2C(C(=O)c3cccs3)=C(O)C(=O)N2c2cccc(C)n2)cc1OC (stereo unspecified)
    / | -2% | 6% | 0% | -19% | -2% | ? | 7% | -15
CS(=O)(=O)c1ccc(Cl)c(C(=O)Nc2ccc3nc(N4CCOCC4)sc3c2)c1
    13% | 6% | -3% | 17% | -7% | -10% | i | -12% | 35
COc1cc(/C=C2\C(=N)N3N=C(S(C)(=O)=O)SC3=NC2=O)ccc1OC(=O)c1cccs1
    / | -11% | 15% | 1% | -4% | -2% | i | -4% | -1

Outcome played no part in choosing rows; about 8.9% have a hit in one of these screens.
